Lipid storage S3 = qHTS Assay for Lipid Storage Modulators in Drosophila S3 Cells; Drosophila S3 cells, BODIPY lipid droplet fluorescence, 18-24 h; cells fed with added oleic acid; lipid storage change, negative = inhibition, % at the top dose, mostly 46.1 µM; hits show Potency in µM; actives 0.64% (n = 320,000); AID 2685; active = well fitted inhibition curve with a large enough effect in the signal ratio, with a control signal flat, not every such curve was filed as active; inconclusive = small, poorly fitted or top-dose-only effect, or effect the other way, or a change in a side signal; the % refers to the signal ratio
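Laser-scanning cytometry quantifies lipid droplet accumulation (500–530 nm total intensity; droplet/cell object ratio) in oleic acid-fed (400 uM added) Drosophila S3 cells treated with a concentration series. 20 uM Triacsin C defined 100% inhibition.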
Lipid storage S3 cell count max = recorded beside Lipid storage S3, whose call it bears; cell number change, %; measured here: cell count max response;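 cells counted by Cell Tracker Red CMTPX staining in the red channel; peak over a dose series mostly up to 46.1 µM; percent activity relative to internal control wells on each plate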
An asterisk follows results filed as active; i = inactive; ? = inconclusive; nt = no result given. % is set by controls: 0 for no effect and ±100 for the full control effect; potency is the fitted concentration of half-maximal effect. Some of the compounds tested (hit frequency here may not be typical).

SMILES	Lipid storage S3 cell count max	Lipid storage S3
S=C(Nc1cccc(Cl)c1)Nc1ccc2cn[nH]c2c1	-0.6	18.4%
Cc1ccc(S(=O)(=O)N/N=C2\C(=O)C3(C)CCC2C3(C)C)cc1 (stereo not given)	nt	-28.0%
CCCc1nc2c(C)cc(-c3nc4ccccc4n3C)cc2n1Cc1ccc(-c2ccccc2C(=O)O)cc1	2.5	2.5%
O=C(NC12CC3CC(CC(C3)C1)C2)N1CCN(C(=O)C2CCCO2)CC1 (stereo not given)	nt	?
COc1cc([N+](=O)[O-])ccc1NC(=O)N1CCCCCC1	nt	?
CCN(CC(=O)NCc1cccs1)C(=O)C(c1ccccc1)c1ccccc1	nt	?
O=C(c1cc2cc(Cl)ccc2[nH]1)N1CCN(c2ccc(F)cc2)CC1	nt	?
Cc1ccc(Cl)cc1Nc1nc(-c2cccnc2)cs1	nt	?
Cc1cccc(-c2noc(CCC(=O)NC3CCCCC3)n2)c1	nt	?
Cc1nnc(N(CCC#N)CCC#N)s1	nt	?

Later entries:
SMILES	Lipid storage S3 cell count max	Lipid storage S3
CN/S(=N/S(=O)(=O)c1ccccc1)c1ccc(C)cc1 (stereo not given)	-13.9	12.2%
COc1ccc2nc(-c3ccccc3)[nH]c2c1	nt	i
CN(CCc1ccccn1)C1CCCN(S(=O)(=O)c2ccccc2Cl)C1 (stereo not given)	-18.7	i
O=C(Cc1cc(=O)[nH]c(=O)[nH]1)N1CCC(Cc2ccccc2)CC1	-4.2	5.2%
CCn1c(SCC(=O)NC2CC2)nnc1-c1ccccc1OC	nt	?
CCCn1c(=O)c2sccc2n2c(CCCC(=O)NCc3ccco3)nnc12	-3.8*	29.1µM*
NNC(=O)c1ccc(NS(=O)(=O)c2ccc(Br)cc2)cc1	1.6	10.4%
CSc1cccc(NC(=O)CSc2nnc(C)s2)c1	3.1	0.6%
Cc1cc(Nc2n[nH]c(N)c2C#N)ccc1F	0.8	9.4%
O=[N+]([O-])c1ccc2oc(-c3cccc(O)c3)nc2c1	-21.8	-7.3%

(next part)
SMILES	Lipid storage S3 cell count max	Lipid storage S3
CCC(Cc1ccccc1)NS(=O)(=O)c1c(C)nc2sccn2c1=O (stereo not given)	nt	?
Cc1nc(-c2cccc(S(=O)(=O)N3CCCC(C)C3)c2)cs1 (stereo not given)	nt	?
CCOC(=O)c1ccc(NC(=O)CN(Cc2ccc(Cl)cc2)S(C)(=O)=O)cc1	nt	?
COc1cccc(-c2onc3ccc(C4(C)OCCO4)cc23)c1	nt	0.9%
O=C(CC1Sc2ccccc2NC1=O)Nc1cccc(C(=O)O)c1 (stereo not given)	0.1	23.0%
Cc1ccc(C(=O)NCc2ccncc2)cc1S(=O)(=O)Nc1cccc(C)c1C	nt	?
CCN(CCCNC(=O)CSc1cc(=O)n(C)c2cc(Cl)ccc12)Cc1ccccc1	12.6	-0.6%
O=C(Nc1ccc(SC(F)F)cc1)C12CCC(CC1)C2	-21.1	-14.1%
CC1(C)CC2CC(C)(CN2C(=O)CCCN2C(=O)c3ccccc3C2=O)C1 (stereo not given)	nt	?
COc1ccc(N2C(=O)C3C4C=CC(C5CC45)C3C2=O)c([N+](=O)[O-])c1 (stereo not given)	-16.4	-19.4%

Following part:
SMILES	Lipid storage S3 cell count max	Lipid storage S3
Cc1nc(NCCc2ccc(S(N)(=O)=O)cc2)c2c(C)c(C)sc2n1	nt	?
N#CC1=C(N)OC2=C(C(=O)CCC2)C1C1C=CCCC1 (stereo not given)	nt	i
CN=C1CC(SC)=C1c1ccc(C)cc1	0.8	8.0%
CCN(Cc1ccccc1)C(=O)COC(=O)CNS(=O)(=O)c1ccc(C)cc1	nt	?
Cc1cccc(OCCSc2nc3ccccc3n2CCC(=O)O)c1	-12.6	-30.7%
CC1CCCCC1NC(=O)CCS(=O)(=O)c1ccc2c(c1)NC(=O)CO2 (stereo not given)	-29.9	i
C=CCn1c(SCCOc2ccc(OC)cc2)nnc1C(NC(=O)c1ccc(OC)cc1)C(C)C (stereo not given)	nt	i
COc1ccccc1CC(=O)NN1C(=O)c2ccccc2C1=O	-16.8	-6.0%
CCCCC(=O)Nc1cccc(-c2nn3c(C)nnc3s2)c1	nt	?
COc1cc(C(=O)N(Cc2cc3ccccc3[nH]c2=O)CC2CCCO2)cc(OC)c1OC (stereo not given)	-4.2	11.7%

The results go on.
SMILES	Lipid storage S3 cell count max	Lipid storage S3
Cc1cc(C)cc(C(=O)N(CCc2ccccc2)C2CC3CCC(C2)N3C)c1 (stereo not given)	17.6	i
COc1ccc(-c2nc(-c3ccccc3)[nH]c(=O)c2C#N)cc1	nt	?
COc1ccc(S(=O)(=O)NC(C)C(=O)Nc2cccc([N+](=O)[O-])c2)cc1 (stereo not given)	17.0	16.4%
CC(C)COc1nc2ccccc2nc1C(C#N)C(=O)NC1CCCCC1 (stereo not given)	nt	?
CC(C)(C)c1csc(NNC(=O)c2ccc(Br)cc2)n1	-8.3	-3.4%
O=C(NNC(=O)c1ccccc1-n1cccc1)c1cccc(Cl)c1	2.2	25.1%
S=C1NCN(Cc2cccnc2)CN1	nt	?
C=C(C)C(=O)OCC(O)COc1ccc(C(C)(C)c2ccc(OCC(O)COC(=O)C(=C)C)cc2)cc1 (stereo not given)	nt	?
Cc1ccc(C(=O)Nc2ccc(C(=O)O)cc2)cc1S(=O)(=O)NCc1ccccc1	9.9	5.9%
CCOC(=O)CNC(=O)c1c2c(nc3ccccc13)CCCC2	nt	?

Arranged by value in Lipid storage S3 (falling): some entries from above.
SMILES	Lipid storage S3 cell count max	Lipid storage S3
O=C(NNC(=O)c1ccccc1-n1cccc1)c1cccc(Cl)c1	2.2	25.1%
Cc1ccc(C(=O)Nc2ccc(C(=O)O)cc2)cc1S(=O)(=O)NCc1ccccc1	9.9	5.9%
CC(C)(C)c1csc(NNC(=O)c2ccc(Br)cc2)n1	-8.3	-3.4%

(continued)
SMILES	Lipid storage S3 cell count max	Lipid storage S3
O=C(CCCC(=O)N1CCc2ccccc21)N1CCc2ccccc21	nt	?
CN1CCN(NC(=O)COc2cccc(C(F)(F)F)c2)CC1	nt	?
O=C(O)COc1cccc(NC(=O)C2CCCO2)c1 (stereo not given)	nt	?
Cc1ccccc1C(=O)N1CCC(C(=O)NC2CCCC2)CC1	12.2	i
CNC(=O)c1c(C)[nH]c(=S)c(C#N)c1-c1ccco1	-0.1	0.8%
COc1cccc(NC(=O)[C@@H]2CCC(=O)N2C2OC(=O)c3ccccc32)c1 (stereo not given in full)	-0.7	1.7%
CNC(=S)Nc1ccc([N+](=O)[O-])cc1C	nt	?
CCCN(CC(=O)Nc1ccccc1C)C(=O)c1ccc(N2CCCCC2)c([N+](=O)[O-])c1	-25.0	i
COc1ccc(C)cc1S(=O)(=O)N1CCN(c2cccc(C(F)(F)F)c2)CC1	nt	?
O=C(O)c1cc([N+](=O)[O-])ccc1NCc1ccccc1	12.0	3.9%

(listing goes on)
SMILES	Lipid storage S3 cell count max	Lipid storage S3
COc1ccc(OCC(=O)Nc2ccc3c(c2)nc(CCN2CCC(C)CC2)n3C)cc1	nt	?
O=C1NN=C(c2ccccc2)CC1c1ccc(Cl)cc1Cl (stereo not given)	20.8	7.9%
COc1ccccc1NS(=O)(=O)c1ccc(C(=O)NCC(c2ccco2)N(C)C)cc1 (stereo not given)	-9.2	12.6%
O=S(=O)(O)CCN1CCOCC1	-23.4	-14.7%
COc1ccc(CN(C)C(=O)CSc2nnc(C3CC3)n2C2CC2)cc1	nt	?
Cc1c(C(=O)c2ccc(F)cc2)c2ccccn2c1CCc1ccccn1	nt	?
O=C1CC(N2CCCN(C3CC(=O)N(c4ccc(F)cc4)C3=O)CC2)C(=O)N1c1ccc(F)cc1 (stereo not given)	nt	?
CCN(c1ccccc1)S(=O)(=O)c1ccc(C(=O)N(CCN(C)C)c2nc3c(F)cc(F)cc3s2)cc1	nt	?
COCC(=O)N1CCC(n2nnc3cc(C(F)(F)F)ccc32)CC1	nt	?
Cc1ccc(S(=O)(=O)c2c(N)n(CC3CCOC3)c3nc4ccccc4nc23)cc1 (stereo not given)	nt	?

Further records:
SMILES	Lipid storage S3 cell count max	Lipid storage S3
O=C(COC(=O)c1cccs1)c1ccc2c(c1)OCCO2	nt	?
O=C(CCC(=O)N1CCSc2ccccc21)NCCc1ccccc1	6.3	-15.6%
Cc1ccc[n+](CC2OCc3ccccc3CO2)c1	nt	?
S=c1[nH]nc(-c2cc(-c3ccco3)[nH]n2)n1-c1ccccc1	1.0	-3.2%
CCC(=O)OCCNc1cc(SCCC(=O)OC)c2nonc2c1[N+](=O)[O-]	-16.5	i
O=C(NCCc1ccc(F)cc1)c1ccc(S(=O)(=O)N2CCCCC2)cc1	nt	?
Cc1ccc2c(COC(=O)c3cnc(C)cn3)cc(=O)oc2c1	nt	?
CCn1nc(C(=O)OCC(=O)c2c[nH]c3ccccc23)c2ccccc2c1=O	nt	?
CCOC(=O)Cn1cnc2c(cnn2-c2ccc(Cl)cc2)c1=O	nt	-0.1%
Oc1c(N=Nc2ccc(F)cc2)ccc2ccccc12	-26.4*	4.11µM*

Next section:
SMILES	Lipid storage S3 cell count max	Lipid storage S3
CN(CCc1cnn(C)c1)Cc1nc(Cc2ccccc2)no1	nt	?
Cc1sc2ncnc(N=Nc3c(O)[nH]c4ccccc34)c2c1C	-22.0*	20.6µM*
COc1ccc(C(=O)CC2OC(=O)c3c2ccc(OC)c3OC)cc1 (stereo not given)	nt	?
O=C(c1ccc(N2CCCC2)c([N+](=O)[O-])c1)N1CCN(S(=O)(=O)c2ccc(Cl)cc2)CC1	-4.1	i
CC(C)Nc1nc(N(c2ccccc2)c2ccccc2)nc(-n2ccnc2)n1	13.8	-0.3%
S=C(NNc1ccc2ccccc2c1)NC1CCCCC1	nt	?
O=C(CSc1cc(Cl)ccc1Cl)NCC(=O)Nc1ccc(F)c(F)c1F	0.7	6.5%
CCOc1ccc(-c2nn(-c3ccccc3)cc2/C=C2\SC(N)=NC2=O)cc1C	5.8	0.9%
CC(=O)N=c1sc2ccccc2n1C	10.6	5.8%
Cn1cnnc1SCc1ccccc1[N+](=O)[O-]	1.1	-4.8%

More records
SMILES	Lipid storage S3 cell count max	Lipid storage S3
CCC(C(=O)Nc1ccccc1C(=O)N1CCOCC1)N1C(=O)c2ccccc2C1=O (stereo not given)	nt	i
Cc1ccc(C)c(N(CC(=O)NC2CCCCC2)C(=O)c2csnn2)c1	7.1	i
CS(=O)(=O)NCCSc1nnnn1-c1ccccc1	-12.7	19.3%
CCOc1cc(/C=N/NC(=O)c2ccncc2)ccc1OC(=O)c1ccc([N+](=O)[O-])cc1	nt	?
CC(C)CC(NC(=O)COc1ccccc1)C(=O)O (stereo not given)	23.7	-9.6%
CCCCNC(=O)NNC(=O)COc1cc(C)cc(C)c1	nt	?
Cc1cc2c(cc1S(=O)(=O)N1CCc3ccccc31)NC(=O)CO2	nt	?
COCCC(=O)N1CCC(Oc2ccc(C(=O)NC3Cc4ccccc4C3)cc2)CC1	5.4	i
O=C(CCC(=O)N1CCN(c2ccccn2)CC1)c1ccc(Cl)s1	-19.9	i
CCOC(=O)[C@H]1[C@H]2COc3ccc(Br)cc3[C@@H]2N2C(=O)CN(Cc3ccc(OC)cc3)C(=O)[C@@]12C	nt	?

Continuation.
SMILES	Lipid storage S3 cell count max	Lipid storage S3
CC(=O)C1=C(O)C(=O)N(CCc2c[nH]c3ccccc23)C1c1ccc(O)cc1 (stereo not given)	-2.8	-9.8%
O=C(Nc1cc(Br)ccc1O)c1cc(-c2ccccc2)on1	nt	?
COc1ccccc1OCCC(=O)OCC(=O)NC(C)c1ccccc1 (stereo not given)	-8.0	-3.3%
O=C(NCCNc1ccc([N+](=O)[O-])cc1C(F)(F)F)c1ccc(F)cc1	nt	?
Cc1ccccc1Nc1nc(N)c2ccccc2n1	0.6	1.6%
COc1ccc(NC(=O)CN2CCN(CC(=O)Nc3ccc(F)cc3)CC2)c(OC)c1	21.1*	18.4µM*
Cc1cccc(Oc2ccc(Cl)cc2N)c1	nt	?
CCOC(=O)C1C(=O)NC(c2ccccc2)=NC1c1cccc(Br)c1 (stereo not given)	nt	?
Cc1ccc(S(=O)(=O)N2CCc3ccccc3C2CC(=O)O)cc1 (stereo not given)	nt	?
N/C(=N\OC(=O)c1ccc(Cl)c(Cl)c1)c1cccc(CSc2ccccn2)c1	-7.9	-8.1%

Further structures follow:
SMILES	Lipid storage S3 cell count max	Lipid storage S3
N#CC(CC(=O)c1ccc(F)cc1)c1ccc2c(c1)OCO2 (stereo not given)	nt	?
CC(C)COc1ccc(C(=O)N2C(=O)c3ccc(N)cc3C2=O)cc1	1.3	4.5%
COc1ccc(NC(=O)CCNS(=O)(=O)c2ccc(NC(C)=O)cc2)cc1Cl	nt	?
Cn1nnnc1SCC(=O)N(C1CCCCC1)C1CCS(=O)(=O)C1 (stereo not given)	nt	?

Exported with each value named: 4 of the compounds above
CC(=O)N=c1sc2ccccc2n1C
  Lipid storage S3 cell count max = 10.6
  Lipid storage S3 = 5.8%

Cn1cnnc1SCc1ccccc1[N+](=O)[O-]
  Lipid storage S3 cell count max = 1.1
  Lipid storage S3 = -4.8%

CCC(C(=O)Nc1ccccc1C(=O)N1CCOCC1)N1C(=O)c2ccccc2C1=O (stereo not given)
  Lipid storage S3 cell count max = nt
  Lipid storage S3 = i

Cc1ccc(C)c(N(CC(=O)NC2CCCCC2)C(=O)c2csnn2)c1
  Lipid storage S3 cell count max = 7.1
  Lipid storage S3 = i

Source: PubChem BioAssay
